Compound activity (PubChem)
DNMT1 inh = human DNMT1 methyltransferase inhibitors, primary screen, biochemical, molecular beacon, fluorescence, HinP1I cleavage, uHTS. inhibition (reported as % activation of signal), % at 10 µM. 0.83% of 360,000 active. DNA (cytosine-5)-methyltransferase 1 (Homo sapiens), P26358; in the data active = inhibition above about 50%
Target sequence (P26358 504-1616 limits assumed): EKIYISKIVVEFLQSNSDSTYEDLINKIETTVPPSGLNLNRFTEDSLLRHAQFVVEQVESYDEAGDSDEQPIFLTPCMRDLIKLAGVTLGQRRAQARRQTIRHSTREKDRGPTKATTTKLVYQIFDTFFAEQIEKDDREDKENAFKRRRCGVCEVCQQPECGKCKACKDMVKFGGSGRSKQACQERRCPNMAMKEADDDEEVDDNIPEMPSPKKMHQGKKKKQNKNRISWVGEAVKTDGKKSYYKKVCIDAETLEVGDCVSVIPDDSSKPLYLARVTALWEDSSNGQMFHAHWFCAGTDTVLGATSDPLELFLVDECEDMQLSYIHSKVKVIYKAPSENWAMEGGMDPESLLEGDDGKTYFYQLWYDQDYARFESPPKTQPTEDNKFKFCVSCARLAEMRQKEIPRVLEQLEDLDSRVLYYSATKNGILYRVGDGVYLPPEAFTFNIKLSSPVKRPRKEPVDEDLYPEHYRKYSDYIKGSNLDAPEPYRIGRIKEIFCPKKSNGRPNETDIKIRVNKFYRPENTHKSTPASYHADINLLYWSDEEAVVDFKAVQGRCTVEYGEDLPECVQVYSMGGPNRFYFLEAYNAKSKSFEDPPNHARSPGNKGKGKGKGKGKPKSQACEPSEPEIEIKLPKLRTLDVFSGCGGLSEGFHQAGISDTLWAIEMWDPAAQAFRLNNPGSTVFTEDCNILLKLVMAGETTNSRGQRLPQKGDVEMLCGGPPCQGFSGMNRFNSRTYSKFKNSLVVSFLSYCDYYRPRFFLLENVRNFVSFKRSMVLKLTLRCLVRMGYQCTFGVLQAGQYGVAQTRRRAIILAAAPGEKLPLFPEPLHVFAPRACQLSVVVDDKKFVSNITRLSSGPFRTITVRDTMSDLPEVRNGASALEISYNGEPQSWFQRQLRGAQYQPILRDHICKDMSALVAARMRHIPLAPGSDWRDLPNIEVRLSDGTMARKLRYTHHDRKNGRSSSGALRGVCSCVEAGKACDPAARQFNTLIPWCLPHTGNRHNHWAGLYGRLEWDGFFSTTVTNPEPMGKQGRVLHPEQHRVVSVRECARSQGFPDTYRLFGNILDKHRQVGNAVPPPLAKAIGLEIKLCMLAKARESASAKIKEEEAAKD
Neddylation inh = inhibitors of cullin neddylation, primary screen, biochemical, TR-FRET, uHTS, NAE and Ubc12. NEDD8-conjugating enzyme Ubc12 (Homo sapiens) + NEDD8-activating enzyme E1 regulatory …. calls only at 25 µM. 0.58% of 360,000 active; in the data active = inhibition above about 36%
Rin1 Abl inh = inhibitors of Rin1-Abl protein binding, primary screen, biochemical, TR-FRET | AID 588664, 2011 | 0.4% of 360,000 active | Tyrosine-protein kinase ABL1 (Homo sapiens) + Ras and Rab interactor 1 (Homo sapiens), … | inhibition, % at 7.35 µM; in the data active = inhibition above about 5%, passing the limit was not always enough
Rpn11 block = Rpn11 (PSMD14) deubiquitinase inhibitors, primary screen, biochemical, fluorescence polarization, uHTS. 26S proteasome non-ATPase regulatory subunit 14 (Homo sapiens), O00487. human 26S proteasome, Ub4-pepOG fluorescence polarization; 20S core pre-blocked with epoxomicin. calls only at 20 µM. 0.59% of 360,000 active;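 active = inhibition at 20 µM, scaled to each plate's controls, above about 33%, limit read from the data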
SUMO1-SIM PPI = modulators of SUMO1 protein-protein interactions, primary screen, biochemical, uHTS; Small ubiquitin-related modifier 1 (Homo sapiens), P63165; SUMO1 binding to a labelled peptide, TR-FRET, 1 h; inhibition, % at 20 µM; 0.33% of 360,000 active; in the data active = inhibition above about 37%
STEP inh = STEP phosphatase inhibitors, primary screen, biochemical, fluorescence intensity, uHTS; Tyrosine-protein phosphatase non-receptor type 5 (Homo sapiens), P54829; recombinant STEP, OMFP fluorogenic substrate; inhibition, % at 20 µM; 0.25% of 360,000 active;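 active = inhibition at 20 µM, scaled per plate between control wells, above about 37%, limit read from the data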;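 note: 0% = DMSO with enzyme and substrate and 100% = substrate only without enzyme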
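System: STEP (striatal-enriched tyrosine phosphatase) enzyme, cell-free; medium: Bis-Tris pH 6.0 buffer with DTT, detergent; dosing: 20 µM, 1% DMSO; times: reaction 20 min, ambient temperature; detection: fluorescence, 480/540 nm; read-out basis: normalized % inhibition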
Scp-1 inhibitor = Scp-1 phosphatase inhibitors, primary screen, biochemical, colorimetric, uHTS; inhibition, % at 20 µM; 0.88% of 340,000 active; Recombinant Scp1, phosphopeptide, malachite green phosphate absorbance; Carboxy-terminal domain RNA polymerase II polypeptide A small phosphatase 1 (Homo …;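 active = inhibition above about 50% at 20 µM, limit read from the data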;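 note: plate controls were DMSO wells with enzyme for no effect and wells lacking enzyme for full effect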
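Test system: SCP-1 phosphatase catalytic domain, residues 76-261 | Compound dosing: One concentration, 20 µM, with 1.0% DMSO | Schedule: 45 min room-temperature reaction, 5 min colour, 30 min stabiliser | Detection: Absorbance at 630 nm | Read-out basis: % inhibition of SCP-1 phosphate liberation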
LMPTP block = LMPTP phosphatase inhibitors, primary screen, biochemical, fluorescence intensity, uHTS | Low molecular weight phosphotyrosine protein phosphatase (Homo sapiens), P24666 | recombinant LMPTP-A, OMFP fluorogenic substrate | inhibition, % at 20 µM | 0.22% of 360,000 active;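 active = compounds that cut the enzyme signal by at least half of the control window in the single-dose screen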;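 note: plate controls were DMSO wells with enzyme plus substrate for no effect and substrate without enzyme for full effect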
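Material: LMPTP-A; amount: 0.625 nM enzyme; doses: single 20 µM dose; times: reaction 50 min, room temperature, dark; technique: fluorescence intensity of OMFP turnover product; benchmarks: no-enzyme and uninhibited controls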
CSN deneddyl inh = inhibitors of CSN-mediated cullin deneddylation, primary screen, biochemical, fluorescence polarization, uHTS; COP9 signalosome complex subunit 5 (Homo sapiens), Q92905; 0.38% of 360,000 active; AID 651999, 2013; Purified CSN, SCF-Nedd8-OG deneddylation; inhibition, % at 12.5 µM;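 active = pattern-corrected inhibition above about 35%, with an unprinted fluorescence ratio check between 0.5 and 1.5, limit read from the data, passing the limit was not always enough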;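 note: 0% = enzyme with substrate and 100% = substrate without enzyme; some results filed as inactive read as strong as hits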
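Material: purified human Csn5 enzyme expressed in HEK293T cells / Medium: Tris buffer pH 7.5, NaCl, DTT, Tween-20, trehalose, ovalbumin / Compound dosing: 12.5 µM single point / Schedule: 90 min incubation of compound, enzyme and substrate at room temperature / Signal: fluorescence polarization of the substrate / Control set: no-enzyme wells high, enzyme-with-substrate wells low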
NadD inh = inhibitors of S. aureus NadD, primary screen, biochemical, colorimetric, uHTS | Nicotinate-nucleotide adenylyltransferase NadD (Staphylococcus aureus N315) | purified NadD enzyme, colorimetric absorbance read-out | inhibition, % at 20 µM | 0.78% of 360,000 active; in the data active = inhibition above about 26%; note: some compounds past the cut are filed as inactive
Active calls of the source: *; i = inactive; · = no result given; + = active, no number.

SMILES | DNMT1 inh | Neddylation inh | Rin1 Abl inh | Rpn11 block | SUMO1-SIM PPI | STEP inh | Scp-1 inhibitor | LMPTP block | CSN deneddyl inh | NadD inh
S=C(Nc1ccc(OCc2ccccc2)cc1)Nc1cccc(Cl)c1Cl | 7.5 | i | 0.4 | i | -2.2 | 1.3 | -4.1 | 0.4 | -11.1 | 1.4
COc1ccc(CC(=O)N/N=C/c2sccc2C)cc1 | 2.9 | i | -3.1 | i | -9.8 | -0.6 | -6.0 | -0.7 | -4.3 | -11.7
O=C(N/N=C/c1cccc(O)c1)C(=O)N1CCCCCC1 | 1.1 | i | 3.6 | i | -5.0 | -2.6 | 0.9 | 2.4 | -1.2 | 2.3
COc1ccc(OC)c(CNC(=O)CCCn2ccc3cc(S(=O)(=O)N4CCCC4)ccc32)c1 | -2.1 | i | 1.7 | i | 6.1 | -0.7 | 6.2 | -0.3 | 2.5 | -8.9
Cc1oc(-c2ccccc2)nc1CS(=O)CC(=O)O (centres undefined) | 0.6 | i | -1.8 | i | 7.7 | -3.7 | -15.3 | -0.1 | 9.9 | 1.7
COC(=O)Cn1c(C)nc([N+](=O)[O-])c1Br | -2.8 | i | 3.2 | i | -1.3 | -1.6 | -6.9 | -0.9 | -2.5 | -2.5
COc1ccccc1NC(=O)CN1CCN(CC(=O)Nc2ccc3c(c2)OCCO3)CC1 | -1.0 | i | 2.1 | i | -4.9 | 2.4 | -7.5 | -2.1 | -4.5 | -3.3
CC1(C)Cc2nc3sc4c(=O)n(CC(=O)NCc5ccco5)cnc4c3cc2CO1 | 8.8 | i | 2.4 | i | 3.4 | -4.3 | 12.1 | -2.0 | 1.3 | -0.9
Cc1cc(C)c(C(O)c2ncc(-c3ccccc3F)[nH]2)c(C)c1 (centres undefined) | 3.4 | i | -0.3 | i | -1.2 | 1.6 | · | 2.4 | -3.8 | -4.2
O=C(c1ccco1)c1cn(CC(=O)N2CCCCCC2)c2ccccc12 | 2.0 | i | -0.7 | i | -2.4 | -0.1 | -6.2 | 0.3 | -3.3 | 3.4
Fc1ccc(Cn2nnc(-c3ccc(Cl)cc3)n2)cc1 | 3.4 | i | 1.3 | i | 2.3 | 1.6 | -16.3 | 0.5 | 0.3 | -3.9
O=C(O)C1CC(O)CN1S(=O)(=O)c1cccs1 (centres undefined) | 3.6 | i | -1.6 | i | -5.6 | -3.3 | 9.4 | -0.8 | -4.3 | -8.3
Cc1[nH]c(C)c2c(=O)n(Cc3ccc(Cl)cc3)ncc12 | 0.9 | i | -3.7 | i | 7.5 | -0.5 | -10.9 | -0.2 | 1.6 | -2.9
CC(C)[C@H](NC(N)=O)C(=O)NCCc1ccc(Cl)cc1Cl | 2.0 | i | 0.4 | i | -0.3 | -0.2 | 23.7 | -0.8 | -2.7 | 5.8
Cc1c(S(=O)(=O)N(C)C2CCCCC2)c(=O)n(C)c(=O)n1C | 5.5 | i | -0.4 | i | -0.2 | 3.9 | 1.8 | -1.0 | 1.6 | -5.2
COc1cc2c(cc1OC)C(c1ccccc1)N(C(=O)c1ccccc1F)CC2 (centres undefined) | -0.9 | i | 0.3 | i | 9.4 | 1.5 | -13.5 | 1.0 | -1.3 | 0.0
CCN(c1cccc(C)c1)S(=O)(=O)c1ccc2[nH]c(=O)c(=O)[nH]c2c1 | 1.0 | i | 1.8 | i | 0.8 | 0.3 | -12.9 | -0.8 | 4.5 | -4.8
Cc1ccc(S(=O)(=O)NC2=NCCC2)cc1 | 2.6 | i | -0.5 | i | -2.5 | 1.1 | -0.4 | -0.4 | -0.4 | -0.4
CC1(C(=O)NS(=O)(=O)C2CC2)CCN(C(=O)c2ccccc2F)C1 (centres undefined) | -3.5 | i | 0.8 | i | -1.8 | -3.7 | · | 3.6 | -1.5 | 0.2
O=c1[nH][nH]c2c1[C@H](c1ccccc1)O[C@H](C1CCCCC1)C2 | · | i | · | · | -2.6 | · | · | -1.4 | -1.8 | 12.9
CCc1c(C#N)c(SCc2c(C)noc2C)nc2c1C(=O)CC(C)(C)C2 | -3.6 | i | -0.8 | i | 1.4 | 1.6 | -10.7 | 4.2 | -1.0 | -2.5
COc1ccc(C(=O)NCCS(=O)(=O)N2CCCCCC2)cc1 | -2.0 | i | 1.4 | i | -4.8 | -2.1 | -6.2 | -1.1 | 5.1 | -2.3
COc1ccc(CC(=O)NCCS(=O)(=O)N2CCN(c3ccc(F)cc3)CC2)cc1OC | -2.3 | i | 1.2 | i | -2.0 | 2.1 | -6.3 | 0.1 | 0.7 | -5.6
CCSc1ccc(-c2ccco2)nn1 | 1.7 | i | -1.2 | i | -8.1 | -2.8 | -3.9 | 0.0 | -2.0 | -2.6
Cc1oc(-c2ccccc2)nc1C(=O)OCC(=O)NCc1ccc(F)cc1 | 4.0 | i | -1.9 | i | 0.8 | 0.2 | · | 0.5 | 0.8 | 3.8
O=C(NC1CCc2ccccc21)c1cc(COc2cncc(Cl)c2)on1 (centres undefined) | -2.2 | i | -0.7 | i | 2.2 | -1.1 | -8.3 | 0.1 | 1.9 | -2.4
N#Cc1ccc(COC(=O)CSc2nnc(N)s2)cc1 | -0.1 | i | -2.0 | i | 1.2 | -2.3 | -4.8 | -0.3 | -0.7 | 2.1
Cc1nn(CCCC(=O)Nc2c(F)cc(F)cc2Br)c(C)c1[N+](=O)[O-] | 0.4 | i | -0.7 | i | 1.6 | -3.3 | -9.0 | -2.0 | 2.4 | -2.1
Cc1ccc(-c2nnn(CC(=O)N(CC(=O)NC3CCCCC3)c3cnc4ccccc4c3)n2)o1 | -3.0 | i | -2.8 | i | -0.9 | 2.8 | 3.1 | 1.1 | 5.2 | 3.3
CCn1nc(C)cc1C(=O)N1CCCC(Nc2ccc(F)c(F)c2)C1 (centres undefined) | 6.7 | i | -1.0 | i | 0.6 | -2.2 | -8.3 | 0.4 | 2.5 | 3.6
COc1ccc(C)cc1N(C(=O)c1snc(C(N)=O)c1N)C(C(=O)NC1CCCCC1)c1ccc(C)o1 (centres undefined) | -2.3 | + | -4.2 | i | -4.2 | 1.3 | -5.3 | 1.4 | 2.4 | 13.8
CN(C)CCNc1nc(S(=O)(=O)c2ccccc2)c(Cl)s1 | -0.9 | i | -4.8 | i | 0.9 | 1.7 | -9.3 | -5.7 | -5.3 | -4.5
Fc1ccccc1/C=N/NC(=S)Nc1ccc(Cl)cc1Cl | 21.4 | i | -0.6 | i | -0.1 | -1.1 | -23.8 | 0.0 | -2.7 | -3.4
COc1cc(N)ccc1NC(=O)c1cc2ccccc2o1 | -1.8 | i | -1.7 | i | 2.3 | 0.7 | -6.5 | -1.6 | 1.0 | -6.5
Cc1ccc(N2C(=O)Cc3ccccc3C2=O)cc1 | -5.5 | i | 4.8 | i | 2.6 | 7.7 | -4.9 | 3.2 | 1.0 | 10.3
Cc1cc(N2CCOCC2)nc2ccc(NC(=S)N3CCN(c4ccccc4)CC3)cc12 | -7.7 | i | -2.0 | i | -2.3 | -0.3 | 3.8 | 2.8 | -2.1 | -3.0
CC(C)Sc1nc2c(c(=O)n(C)c(=O)n2C)n1C | -1.2 | i | 5.1 | i | 3.0 | -2.5 | -7.2 | 0.8 | -2.4 | -2.1
CCOc1ccc(Nc2nc(N3CCCC3)nc(N3CCN(c4ccc(OC)cc4)CC3)n2)cc1 | -4.5 | i | -2.4 | i | -1.2 | 0.4 | 13.0 | 3.8 | -5.8 | 19.4
CCOC(=O)C1CCN(C(=O)CCc2c(C)nc3ncnn3c2C)CC1 | 1.5 | i | 0.3 | i | 3.5 | 0.1 | -8.1 | -0.3 | -0.4 | -0.3
CCOC(=O)N1CCN(S(=O)(=O)c2cccc3cccnc23)CC1 | 1.7 | i | 2.4 | i | -1.4 | -3.0 | -0.3 | 0.9 | 1.0 | 5.7
Cn1c(SCC(=O)c2ccccc2)nnc1-c1ccncc1 | -0.7 | i | 6.6 | i | -0.9 | -5.2 | -6.1 | -2.4 | 0.0 | -5.5
O=C(COc1ccccc1[N+](=O)[O-])N/N=C/c1ccc[nH]1 | -1.2 | i | -3.8 | i | -12.5 | -0.5 | 0.3 | -0.8 | 1.7 | -9.4
CC1CCCCC12NC(=O)N(CC(=O)NCc1ccc3c(c1)OCO3)C2=O (centres undefined) | 1.0 | i | -1.7 | i | 3.7 | -4.3 | -7.1 | 0.8 | -6.9 | -4.4
COc1cc(OC)cc(C(=O)NCC(=O)OCC(=O)Nc2ncc(Cl)cc2Cl)c1 | -2.3 | i | -1.0 | i | 11.2 | -3.2 | -2.5 | 0.4 | -4.3 | -2.8
CC(C)NC(=O)NC(=O)CSc1ncccn1 | 2.5 | i | -0.1 | i | -1.5 | -1.2 | -9.4 | -0.7 | 4.4 | -5.8
CC(C)N1C(=O)CCC1C(=O)NCc1ccc(F)cc1Cl (centres undefined) | 2.3 | i | 1.9 | i | 5.5 | -0.7 | 7.5 | -2.6 | -6.4 | -9.1
Cc1ccc2c(c1)c1ncn(CCC3=CCCCC3)c(=O)c1n2C | -5.8 | i | -2.0 | i | 1.0 | 3.6 | 1.0 | 2.7 | 2.2 | 1.2

Taken from above:
Value for Cn1c(SCC(=O)c2ccccc2)nnc1-c1ccncc1 in STEP inh: -5.2
Value for COc1cc(N)ccc1NC(=O)c1cc2ccccc2o1 in SUMO1-SIM PPI: 2.3

Molecules shown so far containing a thiophene ring, fused or not (three):
SMILES | DNMT1 inh | Neddylation inh | Rin1 Abl inh | Rpn11 block | SUMO1-SIM PPI | STEP inh | Scp-1 inhibitor | LMPTP block | CSN deneddyl inh | NadD inh
COc1ccc(CC(=O)N/N=C/c2sccc2C)cc1 | 2.9 | i | -3.1 | i | -9.8 | -0.6 | -6.0 | -0.7 | -4.3 | -11.7
CC1(C)Cc2nc3sc4c(=O)n(CC(=O)NCc5ccco5)cnc4c3cc2CO1 | 8.8 | i | 2.4 | i | 3.4 | -4.3 | 12.1 | -2.0 | 1.3 | -0.9
O=C(O)C1CC(O)CN1S(=O)(=O)c1cccs1 (centres undefined) | 3.6 | i | -1.6 | i | -5.6 | -3.3 | 9.4 | -0.8 | -4.3 | -8.3
